Gal4-VP16 FLuc – inhibits Gal4-VP16 luciferase reporter, ROR gamma counter-screen; Drosophila S2 Gal4-VP16 UAS-luciferase, luminescence, 20 h; Potency, µM (highest dose often 53.6 µM), for inactives: at the highest dose activity, negative = inhibition, hits mostly inhibitors; hit rate 3.5% among 310,000; AID 2546;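 further: Gal4-VP16 expression switched on by copper sulfate through the metallothionein promoter; on the % scale 0 is the no-effect control and ±100 the full control effect; nearly all actives have a fitted effect of over 50% in size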
FLuc counter – firefly luciferase modulation, counter-screen for miR-21 project | hit rate 6.9% among 360,000 | purified FLuc, Km substrates, luminescence inhibition | Potency, µM (series often up to 57.5 µM), without a hit: at the highest dose activity change, negative = inhibition, most hits filed as inhibitors;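 further: plate controls were vehicle for no effect and reference inhibitor for full effect; nearly all actives have a fitted effect of over 55% in size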
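Purified P. pyralis luciferase (10nM final) with 10uM D-luciferin and 10uM ATP (Km levels) in 50mM Tris acetate pH 7.5, 10mM Mg acetate, 0.01% Tween-20, 0.05% BSA; qHTS 6-point titration, ~60 µM downward; luminescence read.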
NPC1 prom act – activators of NPC1 promoter. AID 485313. Potency, µM (series often up to 9.22 µM), without a hit: top-dose activation, actives largely listed as activators. hit rate 2.4% among 320,000. Huh7 NPC1 promoter luciferase reporter, 24 h;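 further: % of control where 0% means no effect; nearly all actives have a fitted effect of over 60% in size; reporter is driven by a mutant NPC1 promoter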
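Stably transfected Huh7 (NPC1 promoter→luciferase), 1500 cells/well in Opti-MEM + 10% FBS, 2 h settle, then compound 24 h at 37 °C. Luminescence after 10 min with Amplite reagent.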
BRCA1 expr up – increases BRCA1 expression. hit rate 1.1% among 380,000. Potency, µM (series often up to 46.1 µM), without a hit: at the top dose activation, hits mostly activators. AID 624202. MCF7-BRCA1-FFLuc reporter, luminescence, 48 h; response scale: scaled: vehicle 0%, 10 µM genistein 100%; further: nearly all actives have a fitted effect of over 80% in size; some results filed as inactive show a strong effect at the top dose
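48 h compound treatment of MCF7-BRCA1-FFLuc cells (phenol-red free MEM, 37 °C), then 15 min with luciferase substrate and luminescence imaging.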
p53 reactivator – mutant p53 re-activation in reporter cells; H1299 p53-A138V BP100-luciferase reporter, luminescence, 24 h; Potency, µM (highest dose often 92.2 µM), for the others: at the top dose activity change, positive = activation, actives largely listed as activators; hit rate 0.063% among 320,000; AID 504706; further: % of control where 0% means no effect; nearly all actives have a fitted effect of over 45% in size
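p53-null H1299 cells stably carrying temperature-sensitive p53-A138V and a BP100-luciferase reporter were pinned with compounds (4-point, 1:5 series) and held 24 hrs at 37 deg C. Luminescence was read 10 min after detection reagent.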
RORg inh – ROR gamma (mouse) transcription inhibition | P51450 | Drosophila S2 Gal4-RORgamma UAS-luciferase reporter, 20 h | Potency, µM (doses to about 53.6 µM), for inactives: top-dose activity change, negative = inhibition, hits mostly inhibitors | hit rate 5.4% among 310,000 | AID 2551; further: on the % scale 0 is the no-effect control and ±100 the full control effect; nearly all actives have a fitted effect of over 60% in size
Target sequence (P51450 whole entry, looked up, the tested form may be a part): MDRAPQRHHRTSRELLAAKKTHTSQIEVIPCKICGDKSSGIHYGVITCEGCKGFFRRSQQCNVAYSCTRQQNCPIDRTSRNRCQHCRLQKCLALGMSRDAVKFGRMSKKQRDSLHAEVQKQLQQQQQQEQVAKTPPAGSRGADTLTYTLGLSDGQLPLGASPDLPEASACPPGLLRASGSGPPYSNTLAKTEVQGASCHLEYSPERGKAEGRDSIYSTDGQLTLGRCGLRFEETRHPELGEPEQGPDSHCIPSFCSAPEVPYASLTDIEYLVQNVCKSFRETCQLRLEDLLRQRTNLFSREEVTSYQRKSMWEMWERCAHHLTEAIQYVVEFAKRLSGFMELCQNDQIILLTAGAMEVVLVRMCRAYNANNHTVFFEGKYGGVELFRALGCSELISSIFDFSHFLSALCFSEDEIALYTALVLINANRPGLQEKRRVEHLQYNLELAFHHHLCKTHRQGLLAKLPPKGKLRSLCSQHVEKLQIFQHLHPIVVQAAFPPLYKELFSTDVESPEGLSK
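Schneider cells (Drosophila), stable Gal4 DBD–ROR gamma + UAS-luc; 1 hr cmpd preincubation; Cu2+ induction 700 uM final; 20 hr ambient; luminescence.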
uPA generation – cell surface uPA generation inhibition; cell surface uPA generation assay, qHTS; Potency, µM (titrated, usually from 38.3 µM), for inactives: at the top dose activity change, negative = inhibition, actives largely listed as inhibitors; hit rate 0.31% among 330,000; AID 540303; active means well fitted inhibition curve with a large enough effect; inconclusive means small, poorly fitted or top-dose-only effect; inactive means no such curve, though single readings can be large or run the other way; tested in mouse RAW 264.7 cells; further: on the % scale 0 is the no-effect control and ±100 the full control effect; nearly all actives have a fitted effect of over 55% in size
ELG1 genotox – inducers of genotoxicity in HEK293T ELG1-luciferase cells. HEK293T ELG1-luciferase reporter, luminescence, 16 h. Potency, µM (series often up to 46 µM), for inactives: top-dose activity change, positive = activation, hits mostly activators. hit rate 1.3% among 330,000; further: % of control where 0% means no effect; nearly all actives have a fitted effect of over 60% in size
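Step 1: seed 2,000 HEK293T ELG1-luciferase cells per well. Step 2: add compound or DMSO, incubate 16 hr at 37 °C. Step 3: ONE-Glo, 30 min at room temperature, read luminescence.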
MBNL1-CUG inh – blocks human MBNL1 binding to CUG repeat RNA | hit rate 0.036% among 280,000 | Q9NR56 | Potency, µM (series often up to 57.5 µM), inactives show at the highest dose activity change, negative = inhibition, hits mostly inhibitors | TR-FRET MBNL1-His/biotin-(CUG)12 binding, 665/545 ratio; active means well fitted inhibition curve with a large enough effect in the signal ratio, with a control signal flat, not every such curve was filed as active; inconclusive means small, poorly fitted or top-dose-only effect, or effect the other way, or a change in a side signal; inactive means no such curve, though single readings can be large or run the other way; the % refers to the signal ratio; further: on the % scale 0 is the no-effect control and ±100 the full control effect
Target sequence (Q9NR56 whole entry, looked up): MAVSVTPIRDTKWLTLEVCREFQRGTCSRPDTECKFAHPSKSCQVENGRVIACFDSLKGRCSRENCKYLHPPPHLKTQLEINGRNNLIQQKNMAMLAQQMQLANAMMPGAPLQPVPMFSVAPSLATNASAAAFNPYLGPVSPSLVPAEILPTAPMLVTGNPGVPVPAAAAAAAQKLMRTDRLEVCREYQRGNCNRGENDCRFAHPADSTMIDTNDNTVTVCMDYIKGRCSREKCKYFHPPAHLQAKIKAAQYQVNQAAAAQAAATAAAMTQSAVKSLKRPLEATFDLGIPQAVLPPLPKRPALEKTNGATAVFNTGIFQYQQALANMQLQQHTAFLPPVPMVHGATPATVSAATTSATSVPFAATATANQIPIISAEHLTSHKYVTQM
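Inhibition of protein-RNA binding appears as loss of TR-FRET between terbium anti-His antibody on MBNL1-His and streptavidin-XL665 on biotin-(CUG)12. Activity is normalized to buffer-only and uninhibited-complex controls.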
Rab9 prom act – Rab9 promoter activation; AID 485297; Potency, µM (doses to about 9.22 µM), without a hit: at the top dose activation, negative = inhibition, actives largely listed as activators; hit rate 2.8% among 320,000; Huh7 Rab9 promoter-luciferase reporter, luminescence, 24 h; further: % of control where 0% means no effect; nearly all actives have a fitted effect of over 60% in size
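Luminescence from Amplite-detected luciferase (10 minutes, ambient) reports Rab9 promoter activation. Before that, stable Rab9-luciferase Huh7 cells (1500/well, reduced-serum OP-MEM I plus 10% FBS) were exposed to compound for 24 hours at 37C.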
Starred values were filed as active, the others as inactive; ? = inconclusive; · = no result given; & = joins results of further samples; [ ] = remark or other dose. Unless noted, the call rests on the fitted dose curve; in most records, active means well fitted curve in the direction sought with a large enough effect; inconclusive means small, poorly fitted or top-dose-only effect, or another doubt; inactive means no such curve, though single readings can be large; an effect the other way counts as inactive or inconclusive. Potency means the concentration at half of the fitted maximal effect. Compounds as they come; 13% or so of the library scored in one or more.

1	N#Cc1ccccc1Oc1ccc(S(=O)(=O)N2CCCCC2)cn1
2	O=S(=O)(c1ccc(Cl)cc1)N1CCC(N2CCOCC2)CC1
3	Cc1ccc(S(=O)(=O)/N=C(/c2ccccc2)N2CCOCC2)cc1
4	C=CCn1c(SCc2ccc(Cl)c(Cl)c2)nnc1C(CO)NC(=O)c1ccc(OC)cc1 (stereo not drawn)
5	Cc1nnc2n(Cc3ccccc3)c(=O)c3c4c(sc3n12)COC(C(C)C)C4 (stereo not drawn)
6	O=C(NCCc1nc2ccccc2[nH]1)/C(=C/c1ccc2c(c1)OCO2)NC(=O)c1ccccc1Cl
7	CCOC(=O)c1sc(NC(=O)CSc2ncccn2)nc1C
8	CCc1nccn1C(=O)c1cnn2c(C(F)F)cc(-c3ccccc3)nc12
9	C/C=C/c1ccc(OCCCNC)c(OC)c1
10	COc1ccc(-c2noc(COc3ccccc3OC)n2)cc1OC

Assay by compound,1,2,3,4,5,6,7,8,9,10
Gal4-VP16 FLuc,·,4%,3%,?,-6%,-2%,-18%,2%,1%,20%
FLuc counter,?,0%,-2%,10%,0%,-8%,-11%,6%,-1%,?
NPC1 prom act,-5%,-3%,-6%,-2%,6%,1%,-2%,-4%,-2%,13%
BRCA1 expr up,10µM*,-11%,0%,-36%,-1%,1%,1%,·,1%,53%
p53 reactivator,18%,6%,-5%,-11%,4%,2%,12%,4%,2%,3%
RORg inh,·,14%,2%,27%,?,38%,37%,1%,-5%,-11%
uPA generation,2%,·,-2%,-4%,2%,3%,?,·,7%,-16%
ELG1 genotox,6%,2%,3%,-2%,0%,-6%,-2%,4%,22%,?
MBNL1-CUG inh,·,-6%,0%,·,-2%,9%,-7%,?,3%,-5%
Rab9 prom act,8%,3%,-1%,-2%,1%,-1%,3%,1%,-2%,3%

The last 2 entries of the part before come first, to join the parts.
9	C/C=C/c1ccc(OCCCNC)c(OC)c1
10	COc1ccc(-c2noc(COc3ccccc3OC)n2)cc1OC
11	CCC(=O)Nc1cccc(NC(=O)c2cccc([N+](=O)[O-])c2C)c1
12	Cc1ccc(S(=O)(=O)N2[C@@H](c3ccc(Cl)cc3)C(C(=O)O)=CC[C@H]2c2ccc(C(C)C)cc2)cc1
13	Cc1cc(O)c(C(C)C)cc1N=Cc1cc([N+](=O)[O-])ccc1O
14	CCc1ccc(CNCCSc2nnnn2C)cc1
15	COc1cccc(CN2CCNC(=O)C2CC(=O)NCc2cn3cccc(C)c3n2)c1OC (stereo not drawn)
16	N#CC1=C(N)SC(N)=C(C#N)C1c1cccc(Oc2ccccc2)c1
17	Cc1cccc(NC(=O)CC2Nc3cccc4cccc(c34)NC2=O)c1 (stereo not drawn)
18	O=c1/c(=C/c2ccccn2)sc2nc3ccccc3n12
19	Cc1cc(C)c(C#N)c(N2CCOCC2)n1
20	CCCCn1cc([N+](=O)[O-])nc1C

Assay by compound,9,10,11,12,13,14,15,16,17,18,19,20
Gal4-VP16 FLuc,1%,20%,?,·,?,8%,4%,?,-1%,?,1%,-8%
FLuc counter,-1%,?,-2%,2%,0%,-1%,-1%,3%,-12%&-15%,0.13µM*,-1%,4%
NPC1 prom act,-2%,13%,8%,-1%,2%,3%,0%,0%,0%,?,-6%,-3%
BRCA1 expr up,1%,53%,-6%,3%,-58%,-16%,13%,-13%,-30%,-8%,-15%,-19%
p53 reactivator,2%,3%,0%,11%,0%,0%,-2%,0%,-11%,?,-8%,-1%
RORg inh,-5%,-11%,34%,·,10µM*,3%,1%,?,31%,?,-35%,8%
uPA generation,7%,-16%,-3%,-4%,5%,-1%,0%,17%,20%,3%,1%,-6%
ELG1 genotox,22%,?,-3%,0%,-1%,-4%,0%,-11%,-1%,0.82µM*,1%,0%
MBNL1-CUG inh,3%,-5%,6%,·,12%,-2%,-11%,13%,8%,7%,-2%,-3%
Rab9 prom act,-2%,3%,-3%,-1%,-1%,13%,-3%,11%,11%,?,-2%,-6%

21	CN1CCN(C(=O)c2ccccc2NC(=O)C(C)(C)C)CC1
22	COc1ccccc1Nc1nc(C2(C)CCC(=O)O2)cs1 (stereo not drawn)
23	Cc1cc(NC(=O)c2ccc(N3CCCC3)c([N+](=O)[O-])c2)no1
24	CCNc1c(C(=O)O)ccc2c1C(=O)c1ccccc1C2=O
25	CN(C)c1ccc(-c2nc3cnccn3c2Nc2ccc3c(c2)OCCO3)cc1
26	COc1ccc(C2C3C=CCC(c4cccc(-c5ccc(C)cc5)c4)C3C(=O)N2Cc2ccccc2)cc1Cl (stereo not drawn)
27	CC1(C(=O)NNC(=O)C2CCCCC2)CC1(Cl)Cl (stereo not drawn)
28	Clc1ccc(Nc2cc(-c3ccccc3)nc3ncnn23)cc1
29	CCOC(=O)Cc1csc(N)n1
30	CCN(Cc1ccccc1)S(=O)(=O)c1ccc(C(=O)N(CCCN(C)C)c2nc3c(C)c(C)ccc3s2)cc1

Assay by compound,21,22,23,24,25,26,27,28,29,30
Gal4-VP16 FLuc,4%,17%,-15%,13µM*,-10%,-6%&0%,8%,-3%,5%,·
FLuc counter,2%,15µM*,-8%,?,11µM*,3%,-2%,0%,-1%,1%
NPC1 prom act,-3%,16%,7%,-2%,?,0%,0%,-4%,-1%,-1%
BRCA1 expr up,-5%,?,?,4%,44%,-45%,0%,-17%,-2%,-107%[inhibitor]
p53 reactivator,-2%,?,0%,-28%,6%,5%,-3%,-1%,-1%,6%
RORg inh,-2%,5%,-9%,?,0%,6%&16%,-16%,-44%,11%,·
uPA generation,1%,7%,2%,-1%,-1%,16%,2%,-5%,·,-4%
ELG1 genotox,-4%,8%,7%,-1%,18%,-8%,0%,-1%,1%,-3%
MBNL1-CUG inh,20%,-1%,7%,7%,4%,5%,3%,-6%,4%,·
Rab9 prom act,1%,22%,12%,2%,?,-12%,0%,-3%,10%,-16%

31	CN(Cc1ccccc1)C(=O)c1cccc(NC(=O)C2CCCN(C(=O)OC(C)(C)C)C2)c1 (stereo not drawn)
32	Cc1ccc(Nc2nc3ccccc3n3cnnc23)c(Cl)c1
33	Cc1ccc(Cn2c(N3CCCCCC3)nc3c2c(=O)[nH]c(=O)n3C)cc1
34	Cc1ccc(N2CC(C(=O)Nc3ccc(S(=O)(=O)Nc4nccs4)cc3)CC2=O)cc1 (stereo not drawn)
35	O=C(CC1C(=O)NCCN1C(=O)Nc1ccccc1)Nc1ccc(F)cc1 (stereo not drawn)
36	COc1cccc(/C=N/Nc2ncnc(Cl)c2N)c1O
37	COc1cc(OC)cc(C(=O)NNc2nc3cc4c(cc3s2)OCO4)c1
38	O=C(COC(=O)c1cccc(S(=O)(=O)NCc2ccccc2)c1)NC1CC1
39	COc1ccc(NC(=O)Nc2nnc(-c3cccs3)s2)cc1
40	CC(C)NC(=O)C1CCN(C2CCN(C(=O)c3ccc4cccc(F)c4n3)CC2)CC1
41	CSc1nnc(CNS(=O)(=O)c2ccc(Br)cc2)n1C
42	O=C(Nc1ncccc1O)c1ccc(S(=O)(=O)Nc2ccccc2)cc1
43	Cc1[nH][nH]c(=O)c1C(c1ccc(-c2ccccc2C(=O)O)o1)c1c(C)[nH][nH]c1=O

Assay by compound,31,32,33,34,35,36,37,38,39,40,41,42,43
Gal4-VP16 FLuc,·,-2%,-14%,3%,-5%,3.2µM*,13µM*,·,16%,-9%,2%,·,-2%
FLuc counter,·,2%,2%,?,11%,9.5µM*,-14%,·,?,-2%,6%,0%,1%
NPC1 prom act,·,?,1%,-8%,4%,-15%,-1%,·,4.5µM*,1%,-4%,19%,-1%
BRCA1 expr up,-9%,16%,-30%,-3%,-6%,-68%,-27%,0%,?,-20%,0%,-104%[inhibitor],-11%
p53 reactivator,-2%,-2%,-5%,-4%,0%,?,9%,-6%,27%,2%,-2%,?,-1%
RORg inh,·,5%,22%,4%,13%,1.8µM*,4.5µM*,·,0%,-10%,9%,·,-2%
uPA generation,18%,9%,1%,3%,9%,-8%,1%,0%,4%,12%,-12%,-17%,-2%
ELG1 genotox,-8%,1%,-2%,2%,0%,13µM*,1%,-1%,17%,-7%,?,?,-3%
MBNL1-CUG inh,·,26%,-9%,-3%,5%,·,-5%,·,1%,12%,2%,·,7%
Rab9 prom act,·,3%,4%,2%,1%,-24%,1%,·,4µM*,12%,13%,28%,0%

Whole records, looked up by structure:
Shown for Cc1ccc(N2CC(C(=O)Nc3ccc(S(=O)(=O)Nc4nccs4)cc3)CC2=O)cc1 (stereo not drawn) = Gal4-VP16 FLuc: 3%; FLuc counter: ?; NPC1 prom act: -8%; BRCA1 expr up: -3%; p53 reactivator: -4%; RORg inh: 4%; uPA generation: 3%; ELG1 genotox: 2%; MBNL1-CUG inh: -3%; Rab9 prom act: 2%
Shown for Cc1ccc(Nc2nc3ccccc3n3cnnc23)c(Cl)c1 = Gal4-VP16 FLuc: -2%; FLuc counter: 2%; NPC1 prom act: ?; BRCA1 expr up: 16%; p53 reactivator: -2%; RORg inh: 5%; uPA generation: 9%; ELG1 genotox: 1%; MBNL1-CUG inh: 26%; Rab9 prom act: 3%
